# Bioassay records: PubChem, National Center for Advancing Translational Sciences (NCATS)
# GALK inhibitor: inhibitors of human galactokinase | 270,000 tested, 0.007% active | P51570 | Potency, µM (doses to about 57.5 µM), for the others: at the top dose activity change, negative = inhibition, hits mostly inhibitors | Purified GALK, Kinase-Glo residual ATP luminescence; further: potency means the concentration at half of the fitted maximal effect; on the % scale 0 is the no-effect control and ±100 the full control effect
#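 GALK at 5 nM final was combined with compound, 35 uM ATP and 100 uM galactose in HEPES pH8.0 with MgCl2 and DTT. The reaction ran one hour at room temperature before luminescent ATP detection.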
# TSHR antag: blocks TSH signaling through the human TSH receptor. TSHR-expressing cells, TSH-stimulated cAMP HTRF, 2 h; active compounds read low. activity change, negative = inhibition, % at 11.5 µM. 330,000 tested, 0.2% active. AID 504810. P16473;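 active means activity change below a set negative limit, meaning inhibition stronger than a set level, cut at about -70% in these data; inconclusive means activity change between two set negative limits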; further: on the % scale 0 is the no-effect control and ±100 the full control effect
#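 Read-out is FRET at 665 nm (cryptate excitation 337 nm) from a cryptate-tagged anti-cAMP antibody, competed by cell cAMP against cAMP-d2. Compounds are tested on freshly harvested TSHR cells challenged with 4nM TSH (EC80) for 2 hours at 37 deg C.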
# CXXC DNA block: MLL CXXC-DNA interaction inhibition; Q03164; MLL-CXXC / FITC-HOXA9 DNA fluorescence polarization; Potency, µM (titrated, usually from 115 µM), without a hit: at the highest dose activity change, negative = inhibition, usual class: inhibitors; 290,000 tested, 0.037% active; active means well fitted inhibition curve with a large enough effect in the polarisation, with a control signal flat, not every such curve was filed as active; inconclusive means small, poorly fitted or top-dose-only effect, or effect the other way, or a change in a side signal; inactive means no such curve, though single readings can be large or run the other way; the % refers to the polarisation; further: potency means the concentration at half of the fitted maximal effect
#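 Purified MLL-CXXC (added from a 7 uM solution) was preincubated 5 min at ambient with pinned compounds in 50 mM Tris-HCl pH 7.5, 50 mM NaCl, 1 mM DTT, 0.05% BSA. Fluorescein-labeled HOX-A9 DNA (50 nM solution) followed, 30 min, then polarization read.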
# Tb PFK inh: inhibitors of T. brucei phosphofructokinase; O15648; T. brucei PFK, ADP-Glo luminescence; Potency, µM (top dose mostly 57.5 µM), inactives show top-dose activity, negative = inhibition, most hits filed as inhibitors; 330,000 tested, 0.17% active;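 further: potency means the concentration at half of the fitted maximal effect; 0% = uninhibited 1x PFK enzyme wells and -100% = no-enzyme wells; nearly all actives have a fitted effect of over 60% in size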
#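 PFK 1.25 nM, F6P 0.5 mM, ATP 0.1 mM, 0.1 M TEA pH 8.0, 5 mM MgCl2, 0.01% Tween20, 0.1% BSA; 45 min RT. ADP-Glo readout. qHTS titration up to 57 uM; curves fitted, compounds curve-classed.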
# hERG WT inh: inhibitors of human wildtype KCNH2 potassium channel | Q12809 | U2OS, BacMam KCNH2, thallium flux FluxOr; active compounds read low | activity change, % at 1.84 µM | 340,000 tested, 0.37% active | AID 720551;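 active means maximum activity change below -70%; inconclusive means maximum activity change between -70% and -50%; inactive means maximum activity change above -50%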; further: on the % scale 0 is the no-effect control and ±100 the full control effect
# Target sequence (Q12809 whole entry, looked up): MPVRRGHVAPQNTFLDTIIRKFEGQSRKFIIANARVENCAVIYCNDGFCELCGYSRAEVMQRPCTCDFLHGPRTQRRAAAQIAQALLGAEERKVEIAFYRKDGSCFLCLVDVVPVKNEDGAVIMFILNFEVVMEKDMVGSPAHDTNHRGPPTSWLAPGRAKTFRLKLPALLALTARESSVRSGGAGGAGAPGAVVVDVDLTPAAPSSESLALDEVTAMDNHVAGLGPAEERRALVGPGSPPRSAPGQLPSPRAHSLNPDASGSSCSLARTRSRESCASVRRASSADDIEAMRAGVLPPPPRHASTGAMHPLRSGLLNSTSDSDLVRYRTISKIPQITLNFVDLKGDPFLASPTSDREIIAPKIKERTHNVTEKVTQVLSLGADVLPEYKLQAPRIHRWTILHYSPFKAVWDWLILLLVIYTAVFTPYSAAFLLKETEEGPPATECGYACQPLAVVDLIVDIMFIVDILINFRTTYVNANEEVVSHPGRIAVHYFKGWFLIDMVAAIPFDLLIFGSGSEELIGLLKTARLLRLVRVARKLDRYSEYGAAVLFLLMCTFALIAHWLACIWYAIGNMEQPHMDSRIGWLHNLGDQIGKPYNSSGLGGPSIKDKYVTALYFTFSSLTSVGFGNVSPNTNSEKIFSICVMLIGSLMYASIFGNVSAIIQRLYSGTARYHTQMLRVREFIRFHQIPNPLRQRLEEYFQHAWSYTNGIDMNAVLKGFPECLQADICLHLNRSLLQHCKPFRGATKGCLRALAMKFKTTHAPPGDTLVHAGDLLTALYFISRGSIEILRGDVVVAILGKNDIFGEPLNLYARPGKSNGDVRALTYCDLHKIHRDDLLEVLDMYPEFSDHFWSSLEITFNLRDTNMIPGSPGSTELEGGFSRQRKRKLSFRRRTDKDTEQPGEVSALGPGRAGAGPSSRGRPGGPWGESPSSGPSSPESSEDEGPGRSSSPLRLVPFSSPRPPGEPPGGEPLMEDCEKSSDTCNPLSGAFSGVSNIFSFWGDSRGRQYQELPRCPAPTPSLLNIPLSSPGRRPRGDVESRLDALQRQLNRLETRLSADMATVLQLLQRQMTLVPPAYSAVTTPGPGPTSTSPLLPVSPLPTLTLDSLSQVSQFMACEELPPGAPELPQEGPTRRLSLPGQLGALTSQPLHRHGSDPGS
#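 U2OS cells were transduced with wild-type KCNH2 virus (2.03 x 10^8 / mL) for 4 h at room temperature, then cultured overnight at 37 C. Thallium flux was read with FluxOr dye. Rate constants were normalized to DMSO controls.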
# TCR act: activators of T cell receptors; Potency, µM (titrated, usually from 9.22 µM), inactives show at the highest dose activation of IL-2 secretion, hits mostly activators; primary human leukocytes, anti-CD3, IL-2 HTRF, 48 h; 330,000 tested, under 10 active; AID 504894; further: % of control where 0% means no effect
#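 Readout: HTRF IL-2, Eu-cryptate/d2 antibody pair, 320nm excitation, 665nm emission. Stimulus: a-CD3 beads, no co-stimulation. Cells: primary human leukocytes. Exposure: 48 hr with compound.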
# BCR signal inh: blocks chronic active B-cell receptor signaling | ABC-DLBCL IkBa-CBG/CBR reporter, luminescence ratio, 4 h | Potency, µM (highest dose often 46.1 µM), inactives show at the top dose ratio change, negative = lower green/red ratio, most hits filed as inhibitors | 340,000 tested, 0.05% active | AID 493014; active means well fitted inhibition curve with a large enough effect in the signal ratio, with a control signal flat, not every such curve was filed as active; inconclusive means small, poorly fitted or top-dose-only effect, or effect the other way, or a change in a side signal; the % refers to the signal ratio;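 further: potency means the concentration at half of the fitted maximal effect; plate controls were basal doxycycline-induced cells for no effect and cells given 10 µM MG132 for full effect; MG132 reads +100%, hits lower the ratio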
#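 TMD8 ABC-DLBCL cells carrying doxycycline-inducible green luciferase fused to IkappaBalpha plus unfused red luciferase were exposed to compounds (up to 46 uM) for 4 hrs at 37C. Activity came from the overlap-corrected green/red luminescence ratio.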
# Coupling enz: counter-screen for Giardia aldolase inhibitors: coupling enzyme system. coupling enzyme system counterscreen, AmpLite Red fluorescence. activity change, negative = inhibition, % at 58.2 µM, hits read low. 290,000 tested, 0.67% active. AID 2472; in the data active means activity change below about -30%; further: on the % scale 0 is the no-effect control and ±100 the full control effect
#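 Coupling enzymes only (glyceraldehyde-3-phosphate) + compound, at 57.5 uM final, 10 min RT; add substrate/coupling/AmpLite Red mix, 20 min RT; fluorescence ex 525/em 598 nm. Actives flag coupling-system interference.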
# Giardia killer: kills Giardia lamblia. Giardia lamblia trophozoite viability. activity change, % at 7.66 µM, hits read low. 340,000 tested, 0.15% active. AID 540267; in the data active means activity change below about -80%; inconclusive means between about -30% and that limit;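 further: parasites exposed to compound for two days anaerobically before the ATP read; on the % scale 0 is the no-effect control and ±100 the full control effect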
#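 Anaerobic 48 hrs incubation at 37 deg C of 100 trophozoites/well with test compounds; ATPLite 1-Step luminescence, 15-30 min RT, reports cellular ATP as viability.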
# A-T KAP1 phos: potential ataxia-telangiectasia treatments restoring KAP-1 phosphorylation | 320,000 tested, 0.19% active | […] A-T fibroblasts, KAP-1 phosphorylation AlphaLISA; neocarzinostatin DNA damage 30 min before lysis | Potency, µM (top dose mostly 57.5 µM), inactives show at the highest dose activation, usual class: activators; further: potency means the concentration at half of the fitted maximal effect; % of control where 0% means no effect; nearly all actives have a fitted effect of over 45% in size
#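 hTERT-immortalized A-T patient fibroblasts ([…]), 500 cells/well in OPTI-MEM, 1% FBS, got compounds for 60 min, then NCS for 30 min at 37C. Lysates were then assayed for phospho-KAP-1 by AlphaLISA (anti-pKAP1 donor, anti-KAP1 acceptor beads), 6 hr at 25C.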
# The depositor's hits bear a star; ? = inconclusive; · = not tested or not shown; & = joins results of further samples; [ ] = remark or other dose. Unless noted, the call rests on the fitted dose curve; in most records, active means well fitted curve in the direction sought with a large enough effect; inconclusive means small, poorly fitted or top-dose-only effect, or another doubt; inactive means no such curve, though single readings can be large; an effect the other way counts as inactive or inconclusive.
SMILES,GALK inhibitor,TSHR antag,CXXC DNA block,Tb PFK inh,hERG WT inh,TCR act,BCR signal inh,Coupling enz,Giardia killer,A-T KAP1 phos
NNc1ccc(S(=O)(=O)N2CCCCC2)cn1,-2%,-6,-9%,-3%,5,0%,1%,-7,1,-5%
Clc1ccc(N2CCN(Cc3ccco3)CC2)cc1,-6%,7,1%,1%,·,·,-1%,2,3,·
O=C(Nc1cc(Cl)ccc1Cl)C1Cc2ccccc2O/C1=N\O (stereo not given),·,1,0%,-2%,-4,15%,6%,2,14,-11%
Cc1ccc(S(=O)(=O)N(C)CC(=O)O/N=C(\N)c2cccc(Br)c2)cc1,-3%,-9,-1%,2%,6,-40%,?,·,21,12%
O=C(NNC(=O)c1cccc(Cl)c1)NNC(=O)c1cccc(Cl)c1,·,1,·,-1%,-6,-3%,-1%,·,6,21%
CN1CCN(C(=O)CCc2nc3ccccc3n2-c2ccccc2)CC1,1%,5,-4%,1%,1,-2%[46.1 µM],?,2,13,-4%
Cc1cccnc1NC(=O)CCNC(=O)c1ccccc1Cl,-3%,64,-11%,3%,-12,-2%,0%,·,10,-13%
COc1ccc(S(=O)(=O)N2CCCCC2)cc1NC(=O)Cn1cnc2ccccc2c1=O,·,6,·,0%,0,-4%,0%,·,3,12%
Cc1n[nH]c(=O)c2c(NC(=O)COC(=O)Cc3ccc(Cl)cc3Cl)oc(C)c12,·,-2,·,-5%,2,6%,8%,·,-6,-2%
Cc1ccc(C(=O)N2CCN(Cc3ccc4c(c3)OCO4)CC2)o1,-6%,-2,-3%,0%,-38,0%,-1%,-5,0,3%
CC(C)CNC(=O)CN(C1CCCCC1)S(=O)(=O)c1ccccc1,2%,4,-9%,0%,-3,-32%,1%,2,1,11%
Cc1ccsc1C(=O)OCC(=O)N(C)c1c(N)n(Cc2ccccc2)c(=O)[nH]c1=O,·,3,·,0%,0,3%,0%,·,7,4%
O=C(COc1ccc(Br)cc1)N1CCc2ccccc2C1,-2%,-2,10%,-1%,8,-1%,-1%,-6,21,0%
COc1ccc(OC)c(Nc2ccc(Nc3cc(OC)ccc3OC)nn2)c1,-1%,-11,4%,1%,-9,-4%[46.1 µM],-4%,-2,-13,-4%
CC(O)CN1CC(O)=C(c2nc3ccccc3s2)C1=N (stereo not given),1%,-7,10%,2%,-5,-2%,-1%,3,4,0%

# Brought forward from above: 2 entries, then new ones.
SMILES,GALK inhibitor,TSHR antag,CXXC DNA block,Tb PFK inh,hERG WT inh,TCR act,BCR signal inh,Coupling enz,Giardia killer,A-T KAP1 phos
COc1ccc(OC)c(Nc2ccc(Nc3cc(OC)ccc3OC)nn2)c1,-1%,-11,4%,1%,-9,-4%[46.1 µM],-4%,-2,-13,-4%
CC(O)CN1CC(O)=C(c2nc3ccccc3s2)C1=N (stereo not given),1%,-7,10%,2%,-5,-2%,-1%,3,4,0%
NC(=O)CC(NC(=O)c1ccc(Br)cc1)c1ccc(N2CCC(Cc3ccccc3)CC2)c([N+](=O)[O-])c1 (stereo not given),·,-23,-7%,3%,2,2%,-21%,-1,11,-4%
Cc1ccccc1OCC(=O)OCC(=O)Nc1cc(S(C)(=O)=O)ccc1Cl,·,-6,·,5%,-1,-7%,-7%,·,4,0%
Cc1cc(-n2c(C)cc(C(=O)COc3ccc(Cl)cc3C(N)=O)c2C)no1,·,·,·,-4%,27,-48%,1%,·,0,8%
CCOC(=O)C1=C(C)NC(=O)NC1c1ccc(OC(=O)c2ccco2)cc1 (stereo not given),-1%,-15,49%[activator],1%,-7,-13%[46.1 µM],-2%,0,3,1%
O=c1[nH]nc(SCc2ccccc2Cl)n1-c1ccc2c(c1)OCCO2,-2%,-7,3%,5%,-8,4%,?,0,-6,8%
O=C1C(C=NC2CC2)=C(O)c2ccccc21,3%,-6,-1%,-1%,-2,1%,?,0,-5,·
Cc1ccc(C(=O)Oc2cccc(NC(=O)c3ccco3)c2)cc1S(=O)(=O)N1CCC(C)CC1,0%,-15,26%,-1%,-7,3%,?,-3,2,0%
COCCCNC(=S)Nc1cc2oc3ccccc3c2cc1OC,-6%,-15,0%,0%,-18,-45%,?,-1,5,-1%
OCCNC(=S)Nc1ccc(Oc2ccccc2)cc1,-3%,-9,?,-1%,10,0%,1%,3,21,3%
O=C(CN1CCN(c2ccccn2)CC1)NCc1cccs1,-3%,2,24%,0%,-4,-4%,0%,0,2,2%
Nc1nc2ccccc2n1C(=O)c1ccc(F)cc1,1%,-4,-11%,0%,-4,-4%,·,-3,-23,-1%[11.5 µM]
COC(=O)C(F)(Sc1c(C)n(C)n(-c2ccccc2)c1=O)C(F)(F)F (stereo not given),-1%,-2,-9%,-6%,-16,3%,9%,1,11,6%
Cc1cc(NS(=O)(=O)c2ccc3c(c2)OCCO3)no1,·,6,1%,-2%,4,0%,1%,2,-10,4%
O=C(CCN1N=C(c2ccccc2)CCC1=O)NC1CCCC1,-5%,-6,54%[activator],-6%,2,6%,?,2,3,2%
CCOc1ccc(Cc2c(Cl)nc(SC)nc2OC)cc1,0%,22,1%,-1%,-1,2%,12%,7,-1,16%
CCCS(=O)(=O)NCCc1cc2c(C)ccc(C)c2[nH]c1=O,-1%,15,1%,6%,1,-8%,-19%,0,1,0%
Cn1nc(-c2ccccc2)cc1NC(=O)Nc1ccc(F)cc1,5%,-1,0%,-10%,-1,-1%,1%,0,0,7%
COc1ccc(Oc2cc(C)c3ccccc3n2)cc1,-1%,-10,2%,0%,-20,2%,?,-4,-6,18%
CCOc1ccccc1NS(=O)(=O)N(C)C,2%,2,-9%,0%,-15,1%,3%,-20,21,·
O=C(/C=C/c1ccccc1[N+](=O)[O-])N1CCOCC1,-2%,9,-10%,-3%,-14,8%,?,0,-17,4%
CCCc1nnc(N2C(=O)c3cccc4cccc(c34)C2=O)s1,0%,16,8%,-5%,0,3%,?,3,-15,1%
CCOC(=O)C1=C(C)OC2(O)c3ccccc3C(=O)C12O (stereo not given),?,5,-4%,17%,-2,-4%,?,-23,4,-12%
COc1ccc(CNC(=O)COC(=O)CCc2nc3ccccc3c(=O)[nH]2)cc1,11%,-3,9%,-4%,2,14%,-6%,-1,32[activator],0%
O=C(CCC(NC(=O)OCc1ccccc1)C(=O)OCc1ccccc1)NCC(=O)OCc1ccccc1 (stereo not given),-2%,3,6%,1%,8,1%[46.1 µM],10%,4,27,19%
CCOc1ccc(S(=O)(=O)Nc2ccc(S(=O)(=O)N3CCOCC3)cc2)cc1,2%,·,-10%,·,3,3%,·,2,4,·
C/C(=N/OC(=O)c1cccc(C(F)(F)F)c1)c1cnccn1,2%,8,3%,-4%,-1,-1%,0%,-2,-21,-5%
O=C(O)CP(=O)(O)O,-3%,-10&9,12%&4%,-4%,5,3%,10%,2,6,·
Cn1ncc(Oc2ccc([N+](=O)[O-])cc2)c(Cl)c1=O,2%,6,-3%,-3%,2,0%,-9%,3,15,40µM*
COc1ccc(C(=O)NC2CC3CCCC(C2)N3CC(C)C)cc1 (stereo not given),1%,-4,0%,1%,5,·,-1%,-1,14,3%
CCOc1ccccc1NC(=O)Cn1nnc(C(=O)NCc2ccco2)c1N,-2%,10,60%[activator],-3%,-13,-5%,?,4,9,-9%
CCOC(=O)N1CCC(NC(=O)c2cc(S(=O)(=O)N(CC)CC)ccc2F)CC1,2%,-3,-3%,0%,2,0%,-4%,1,-3,1%
CCCCCCCC(=O)N/N=C(\C)c1cccnc1,-2%,-10,-6%,0%,-1,-6%[46.1 µM],0%,1,10,1%
CCOc1cc(/C=N/NC(=O)c2ccc(CN3CCOCC3)cc2)ccc1OCc1ccccc1,1%,5,-1%,0%,22,-9%[46.1 µM],5%,2,10,-9%
O=C(O)/C(=C\c1ccco1)NC(=O)c1ccco1,-1%,-25,5%,6%,-6,·,2%,4,-2,4%
Cc1ccc(N2C(=O)CC(NNC(=O)c3cccc(S(=O)(=O)N4CCCC4)c3)C2=O)cc1 (stereo not given),3%,0,-3%,-3%,-21,7%,-1%,4,8,4%
O=C(NCC1CCCN(Cc2cccc(OCCO)c2)C1)c1ccc(F)cc1 (stereo not given),2%,6,6%,1%,1,-3%,1%,1,-12,2%
Cc1cccc(N2CCN(S(=O)(=O)c3ccc4c(c3)NC(=O)CS4)CC2)c1C,0%,-43,-2%,1%,-1,-3%,?,·,5,6%
O=C(O)c1cnc2[nH]c3ccccc3n2c1=O,-3%,4,-12%,1%,-6,1%,3%,4,0,-3%
Cc1cccc(-c2nnc(SCc3ccc(C#N)cc3)n2Cc2ccco2)c1,-2%,6,-7%,1%,29,-8%,14%,2,16,1%
